From PubChem
ARNT TACC3 PPI: disruptors of ARNT/TACC3 protein interaction, primary screen, biochemical, AlphaScreen, single concentration | Transforming acidic coiled-coil-containing protein 3 (Homo sapiens), Q9Y6A5 | inhibition, % at 9.99 µM | 390,000 tested, 0.66% active | AlphaScreen His-ARNT PAS-B/GST-TACC3 binding, luminescence; TACC3 fragment carries E629A point mutation;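 active = mean inhibition of replicates at least 50% and at least half of replicates each reaching 50%; inconclusive = half or more replicates reach 50% but mean below 50%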;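 also: 0% = complete ARNT plus TACC3 wells and 100% = ARNT alone without TACC3; many hits fall short of the cut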
esBAF inh: Bmi1 luciferase reporter increase in mESCs, primary screen, esBAF inhibitor project, mouse ES cells, Bmi1 luciferase knock-in, single point | 24 h; 100% = twice the neutral-well signal | 350,000 tested, 2% active | AID 602393, 2012 | reporter increase, % at 12.5 µM; in the data active = activation above about 40%; inconclusive = no clear call, values can overlap the other calls;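 also: 0% = median of the plate's neutral control wells and 100% = double that signal; a rise in the Bmi1 reporter signal indicates esBAF inhibition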
RAD54 inh: inhibitors of human RAD54 branch migration, primary screen, biochemical, fluorescence, single point | 360,000 tested, 0.14% active | DNA repair and recombination protein RAD54-like (Homo sapiens), Q92698 | RAD54 Holliday junction branch migration, FAM/BHQ fluorescence | inhibition, % at 10.4 µM | AID 602329, 2012;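 active = mean normalized replicate activity at least 40 and at least half of replicates scoring 40 or more; inconclusive = only one of the two criteria met; inactive = mean below 40 and under half of replicates reaching 40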;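 also: 0% = median of neutral control wells and 100% = median of positive control wells; inhibitors cause a drop in the FAM fluorescence signal; in these data hits start at about 50%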
Target sequence (Q92698 whole entry, looked up): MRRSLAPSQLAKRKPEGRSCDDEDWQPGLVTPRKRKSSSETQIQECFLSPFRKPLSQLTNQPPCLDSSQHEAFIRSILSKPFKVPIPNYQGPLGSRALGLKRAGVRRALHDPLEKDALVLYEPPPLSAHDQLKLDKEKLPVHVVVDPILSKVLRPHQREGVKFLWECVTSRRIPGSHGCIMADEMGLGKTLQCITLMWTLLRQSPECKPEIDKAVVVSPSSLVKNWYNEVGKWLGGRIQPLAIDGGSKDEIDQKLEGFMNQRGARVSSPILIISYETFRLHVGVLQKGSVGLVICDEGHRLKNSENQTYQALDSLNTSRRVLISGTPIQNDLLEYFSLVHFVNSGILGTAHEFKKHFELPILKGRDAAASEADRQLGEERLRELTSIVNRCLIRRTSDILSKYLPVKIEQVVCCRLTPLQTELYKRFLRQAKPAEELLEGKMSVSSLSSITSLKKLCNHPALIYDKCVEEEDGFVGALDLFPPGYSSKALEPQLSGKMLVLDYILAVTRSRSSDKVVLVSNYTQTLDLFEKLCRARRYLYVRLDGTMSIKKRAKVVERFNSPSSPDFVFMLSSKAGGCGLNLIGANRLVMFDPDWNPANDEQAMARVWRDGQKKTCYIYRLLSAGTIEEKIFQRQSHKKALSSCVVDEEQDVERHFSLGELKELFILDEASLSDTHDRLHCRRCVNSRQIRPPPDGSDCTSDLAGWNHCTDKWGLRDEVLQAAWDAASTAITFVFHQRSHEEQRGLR
Starred values were filed as active, the others as inactive; ? = inconclusive. Not all compounds are listed; the hit share may differ from the screen's.

Under each structure: ARNT TACC3 PPI | esBAF inh | RAD54 inh
- O=C(c1ccccc1)c1c[nH]c(C(=O)NCCCn2ccnc2)c1
 : 13 | -5 | -5
- Cc1cccc(N2CCN(C(=O)c3cc4n(n3)C(C(F)(F)F)CC(c3ccco3)N4)CC2)c1C (stereo unspecified)
 : 1 | -10 | 6
- O=C(CSc1nnc(-c2ccccc2Cl)o1)Oc1ccc(Br)cc1
 : -2 | 9 | -12
- CN1C(=O)CC(C(=O)Nc2ccc(F)cc2)SC1=Nc1ccc2c(c1)OCO2 (stereo unspecified)
 : 6 | -3 | -7
- CCOC(=O)c1nn(-c2ccccc2C)c(=O)c(C#N)c1C
 : -2 | -3 | -1
- CCOC(=O)CNC(=O)c1nn(-c2cccc(OC)c2)c(=O)c2ccccc12
 : 1 | -1 | -3
- CC(C)(C)c1ccc(C(=O)NNC(=O)C(=O)N2CCCCC2)cc1
 : 1 | 18 | -4
- CCOC(=O)C1CCN(c2cc(=O)n(C3CCCCC3)c(=O)[nH]2)CC1
 : -1 | 3 | 4
- CCN(C(=O)CN1CCN(c2ccccc2)CC1)c1c(N)n(Cc2ccccc2)c(=O)[nH]c1=O
 : -12 | -4 | -7
- O=c1c2c3c(sc2nc2sc(C4CC4)nn12)CCCC3
 : -4 | 28 | -3
- Cc1oc2c(c1C(=O)Nc1cccc(C(=O)O)c1)CCCC2
 : -25 | 39 | 9
- COc1cccc(NC(=O)C2C3CC4OC(=O)C2C4C3)c1 (stereo unspecified)
 : -1 | 0 | 4
- CC(C)CCOCC(=O)Nc1cccc(C(=O)O)c1
 : -11 | -16 | 8
- Cc1cc(C(=O)COC(=O)c2n[nH]c3ccccc23)c(C)n1C
 : 0 | -27 | 6
- COc1cccc(-c2nnc(SCC(=O)N(C(C)C)C(C)C)o2)c1
 : 4 | 13 | -9
- CCn1nnc2sc3c(c2c1=O)CCC(C)C3 (stereo unspecified)
 : 2 | ? | -1
- CCC(=O)c1ccc(OCC(O)CN2CCCCC2)cc1 (stereo unspecified)
 : 19 | -8 | 3
- CCOc1cc(CNCc2ccccn2)ccc1OCC(=O)NC1CCCCC1
 : 44 | -3 | 0
- COc1cccc(NC(=O)C2CC(=O)N=C(N)S2)c1 (stereo unspecified)
 : 1 | -8 | 5
- O=C(CCS(=O)(=O)Cc1ccccc1)NCc1ccco1
 : 2 | -3 | 2

Brought forward from above: three entries, then new ones.
Under each structure: ARNT TACC3 PPI | esBAF inh | RAD54 inh
- CCOc1cc(CNCc2ccccn2)ccc1OCC(=O)NC1CCCCC1
 : 44 | -3 | 0
- COc1cccc(NC(=O)C2CC(=O)N=C(N)S2)c1 (stereo unspecified)
 : 1 | -8 | 5
- O=C(CCS(=O)(=O)Cc1ccccc1)NCc1ccco1
 : 2 | -3 | 2
- O=C(Oc1cccc(N2C(=O)CCC2=O)c1)C1CC(=O)N(c2ccc(Br)cc2)C1 (stereo unspecified)
 : 3 | -3 | -2
- CCOC(=O)C1=C(C)C(c2ccccc2O)NC(=O)N1 (stereo unspecified)
 : -6 | -2 | -1
- CCCOc1ccc(Cn2c(O)cc(=O)[nH]c2=O)cc1
 : -3 | -2 | -2
- Cn1c(=O)oc2cc(S(=O)(=O)N3CCN(c4cccc(Cl)c4)CC3)ccc21
 : -23 | 23 | -7
- O=C(CNC(=O)c1ccco1)OC(C(=O)c1ccccc1)c1ccccc1 (stereo unspecified)
 : -18 | -3 | 5
- COc1ccc(-c2cc(=Nc3ccc(C)cc3)c3ccccc3o2)cc1
 : 3 | -36 | -1
- COCCCNC(=O)c1c(NC(=O)c2cccs2)sc2c1CCCC2
 : -4 | -3 | 1
- COC(=O)NC1(C(F)(F)F)NC(=O)N(C2CCCCC2)C1=O (stereo unspecified)
 : 9 | -7 | -17
- Cn1nc2c(c1C(=O)O)CCCC2
 : -6 | 4 | 1
- Cc1cc(C(=O)CN2C(=O)c3ccccc3S2(=O)=O)c(C)n1-c1ccccc1
 : 11 | -82 | -3
- O=c1[nH]cnc2c1cnn2Cc1ccccc1
 : 7 | 4 | 5
- C(=N\n1cnnc1)/c1cccc(Oc2ccccc2)c1
 : -7 | -1 | 7
- CCc1cc2cc(C)cc(C)c2nc1SCC(=O)N1CCN(C(=O)c2ccco2)CC1
 : -6 | 3 | 7
- COc1ccc(/C=C/C(=O)Oc2cccc(/C=N/NC(=O)c3cccc(F)c3)c2)cc1
 : 1 | 45* | 2
- COCCNC(=O)C1CC(=O)N(CCc2ccccc2)C1 (stereo unspecified)
 : 0 | -4 | -9
- COc1cc(C(=O)Nc2ccc(NC(=O)C(C)C)nc2)cc(OC)c1OC
 : 4 | 6 | -8
- CCCOC(=O)Nc1cc(OC)c(Cl)cc1OC
 : -6 | -4 | 0
- Cc1nnc(NC(=O)C2(c3ccccc3)CCOCC2)s1
 : -7 | 5 | -11
- O=C(COC(=O)C1=COCCO1)Nc1ncc(C(F)(F)F)cc1Cl
 : -2 | -1 | -11
- c1cc2[nH]snc2c2nc(C3CC3)nc12
 : 8 | -2 | 14

(continued)
Under each structure: ARNT TACC3 PPI | esBAF inh | RAD54 inh
- Cc1ccc2c(c1)N(CC(=O)NC1CCCCC1C)C(=O)CO2 (stereo unspecified)
 : -2 | -4 | -5
- O=C(Nc1nc2ccccc2[nH]1)C1CCN(S(=O)(=O)c2cccs2)CC1
 : 22 | 28 | 7
- CNC(=O)COC(=O)c1ccccc1Oc1ccccc1
 : -3 | -5 | -6
- O=C(CSc1nnc(-c2cccnc2)n1Cc1ccccc1)NCc1ccccc1
 : -1 | -5 | 0
- COc1cc2c(cc1NC(=O)CCCN1C(=O)CCC1=O)oc1ccccc12
 : 5 | 9 | -2
- CCC(C)NC(=O)CC(NS(=O)(=O)c1ccc(Cl)cc1)c1ccco1 (stereo unspecified)
 : -6 | -6 | 11
- CC1(C)CC(CC(=O)Nc2ccc([N+](=O)[O-])cc2)C(=O)O1 (stereo unspecified)
 : -40 | -11 | 6
- CCOC(=O)c1ccc(N2C(=O)C(O)=C(C(C)=O)C2c2ccc(O)c(OC)c2)cc1 (stereo unspecified)
 : -1 | 2 | 2
- COC(=O)c1ccc(NC(=O)CCn2cccc2)cc1
 : 7 | 8 | 6
- CCOC(=O)c1sc(NC(=O)c2cccs2)cc1C
 : -2 | 65* | -5
- Cc1cccc(N(CC(=O)Nc2c(C)n(C)n(-c3ccccc3)c2=O)S(C)(=O)=O)c1C
 : -1 | 2 | 4
- CCN(CC)CCOC(=O)CCc1cccc2ccccc12
 : 2 | 4 | -1
- Cc1ccccc1C(=O)c1cccn1CC(=O)NCc1ccc2c(c1)OCO2
 : -4 | 29 | 0
- CC1(C)C(c2ccccc2)=[N+]([O-])C2(CCCCC2=O)N1O (stereo unspecified)
 : 32 | 3 | -5
- CCCCOC(=O)n1ccc(C(=O)Nc2ccccc2OC)n1
 : 2 | 14 | 9
- Cc1ccc(NC(=O)COC(=O)Cn2c(C)csc2=O)cc1
 : -7 | -4 | 7
- CCCc1cc(=O)[nH]c(SCC)n1
 : -1 | -8 | -3
- CCOC(=O)CNc1nc(OCC#N)nc(N2CCOCC2)n1
 : -8 | -11 | 2
- CC(C)(C)OC(=O)N[C@@H](CCCCNC(=O)OCc1ccccc1)c1nnc([C@H](CCCCNC(=O)OCc2ccccc2)NC(=O)OC(C)(C)C)o1
 : 2 | 12 | 0
- COCCN(CCOC)C(=O)C12CCC(C)(C(=O)C1)C2(C)C (stereo unspecified)
 : 1 | -1 | 0

Some entries already given, limited to esBAF inh and ARNT TACC3 PPI:
mol	esBAF inh	ARNT TACC3 PPI
COC(=O)c1ccc(NC(=O)CCn2cccc2)cc1	8	7
CCOC(=O)c1sc(NC(=O)c2cccs2)cc1C	65*	-2
Cc1cccc(N(CC(=O)Nc2c(C)n(C)n(-c3ccccc3)c2=O)S(C)(=O)=O)c1C	2	-1
CCN(CC)CCOC(=O)CCc1cccc2ccccc12	4	2

(more compounds)
Under each structure: ARNT TACC3 PPI | esBAF inh | RAD54 inh
- COc1ccc(NC(=O)C2CCCN(S(=O)(=O)c3c(C)n[nH]c3C)C2)c(OC)c1 (stereo unspecified)
 : 5 | 6 | 2
- COCCN(CCOC)C(=O)c1sc2nc(-c3ccccc3)cn2c1C
 : 0 | 9 | -11
- CCN(CC)S(=O)(=O)c1ccc(-c2nnc(SCC(=O)N3c4ccccc4CC3C)o2)cc1 (stereo unspecified)
 : -5 | 4 | -3
- O=C(COC(=O)c1cccs1)NCC1CCCO1 (stereo unspecified)
 : 2 | 5 | -1
- CCCC1c2ccc(C)n2CCN1C(=O)Nc1ccccc1Cl (stereo unspecified)
 : 6 | 63* | -32
- Cc1cc(-c2ccccc2C(=O)NCc2ccccc2)on1
 : -9 | -5 | 1
- CCOC(=O)CSc1ccc(-c2nc3ccccc3[nH]2)cn1
 : -2 | -7 | 0
- CCNC(=O)CC1SC(=Nc2ccccc2C)N(C)C1=O (stereo unspecified)
 : -8 | -7 | -3
- CCN(C(=O)c1coc(=O)c2ccccc12)c1cc(OC)ccc1OC
 : -2 | 2 | 0
- Cc1cc(C)n(CC(=O)n2c(C)c(C)c3ccccc32)n1
 : -2 | 2 | -5
- CCCc1cc(-c2[nH]ncc2-c2ccc3c(c2)OCCCO3)c(O)cc1O
 : 8 | -1 | -8
- Cc1nnc(SCCn2c(N3CCC(C)CC3)nc3c2c(=O)n(C)c(=O)n3C)s1
 : 2 | 2 | 14
- CCN(CC)S(=O)(=O)c1cccc(C(=O)Nc2ccc(Cl)cn2)c1
 : 4 | 31 | 3
- COc1ccc2c(c1)[C@H]1[C@H](CO2)[C@H](c2ccccc2)[C@]2(C)C(=O)N(Cc3ccc(C)cc3)CC(=O)N12
 : 2 | 2 | 1
- Cc1ccc2[nH]c(=O)c(CN(Cc3cccs3)Cc3nnnn3CC3CCCO3)cc2c1 (stereo unspecified)
 : -1 | 3 | -2
- COc1ccc(CNC(=O)C2CC(=O)N(c3ccc(OCC(=O)N4CCCCC4)cc3)C2)cc1 (stereo unspecified)
 : 22 | 7 | -3
- O=C(Nc1ccccc1C(=O)NCc1ccco1)NC1CCCCC1
 : -3 | 1 | 10
- CC(C)(C)C(=O)CC(=O)Nc1ccc(Cl)c(N)c1
 : -1 | ? | -6
- CC(C)(C)NC(=O)C(=O)NNC(=O)C12CC3CC(CC(C3)C1)C2
 : -6 | 4 | 8
- c1ccc(-c2nnc(Cn3c4ccccc4c4nc5ccccc5nc43)o2)cc1
 : -4 | 2 | -8

Further records:
Under each structure: ARNT TACC3 PPI | esBAF inh | RAD54 inh
- CC(=Nc1ccccc1)Nc1ccccc1
 : -3 | -1 | 9
- O=C(NCCN1C(=O)CSC1=O)c1ccccc1
 : -7 | 2 | -2
- COC(=O)[C@H](Cc1ccccc1)NC(=O)N1CC(C)OC(C)C1 (stereo partly specified)
 : -7 | -10 | 2
- CC(C)OCCCNC(=O)C(=O)NCCCOC(C)C
 : -2 | 7 | 7
- Cn1c(Cl)c(C(=O)Nc2ccccc2)c2ccccc21
 : 2 | 14 | -8
- Cc1cc2ccccc2c(=O)n1CC(=O)Nc1ccc2c(c1)OCO2
 : -2 | -11 | 2
- O=C(NCC1(c2ccccc2)CCCC1)C(=O)NCC1(c2ccccc2)CCCC1
 : -5 | -2 | -4
- Cc1ccc(CNC(=O)Cn2cncn2)cc1
 : -14 | -1 | 3
- CCOc1ccc(N2C(=O)CSC23CCCCC3)cc1
 : 1 | -6 | -16
- Cc1c(-c2ccccc2)cn2c1-c1ccc(C)n1CC2
 : -1 | 2 | 5
- CC1(C)CC(=O)c2cnc(N3CCN(c4ccccc4)CC3)nc2C1
 : 0 | -30 | 0
- O=C(CSc1nnc(Cc2cccs2)n1C1CCCCC1)N1CCCc2ccccc21
 : -1 | 16 | 5
- COc1ccc(C(=O)C(OC(=O)c2ccccc2)c2ccccc2)cc1 (stereo unspecified)
 : -1 | 84* | 3
- COc1ccc(NC(=O)CSc2nnc(N)s2)cc1
 : -3 | 7 | -2
- Cc1onc(-c2ccccc2)c1C(=O)n1nnc2ccccc21
 : -2 | -4 | 2
- C=C1CCC2C(C)(C)[C@H](O)CC[C@@]2(C)[C@@H]1COc1cc(=O)oc2ccccc12 (stereo partly specified)
 : -4 | -1 | -2
- CCC(c1nnc(SCC(=O)NCCc2ccc(Cl)cc2Cl)o1)N(C)C (stereo unspecified)
 : 19 | 0 | -22
- Cc1ccccc1N1C(=O)C2ON(c3ccccc3)C(c3cccnc3)C2C1=O (stereo unspecified)
 : -10 | 1 | -7
- CCOC(=O)CC(=O)Nc1nnc(C(C)C)s1
 : -9 | 3 | -14
- Cc1ccc(C(=O)COC(=O)C2CC(=O)N(c3nc(-c4ccccc4)cs3)C2)cc1C (stereo unspecified)
 : 5 | 0 | -2
- Oc1cccc(Nc2nc(NCC3CCCO3)c3ccccc3n2)c1 (stereo unspecified)
 : 44 | 0 | 28

4 structures from above, arranged by molar mass, highest first:
Under each structure: ARNT TACC3 PPI | esBAF inh | RAD54 inh
- CCC(c1nnc(SCC(=O)NCCc2ccc(Cl)cc2Cl)o1)N(C)C (stereo unspecified)
 : 19 | 0 | -22
- COc1ccc(NC(=O)CSc2nnc(N)s2)cc1
 : -3 | 7 | -2
- CCOc1ccc(N2C(=O)CSC23CCCCC3)cc1
 : 1 | -6 | -16
- Cn1c(Cl)c(C(=O)Nc2ccccc2)c2ccccc21
 : 2 | 14 | -8
